Source: PubChem BioAssay
iPSC survival up – enhancers of human iPSC single-cell survival | hiPSC single-cell survival, ATPlite luminescence; 100% = ROCK inhibitor wells, 0% = DMSO | survival enhancement, % at 20 µM | actives 0.044% (n = 360,000) | AID 602274; in the data active = survival enhancement above about 18%;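 also: cells exposed to compounds for 16 hours before the ATP read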
NR2E3 ag-1 – activates human NR2E3 receptor. Q9Y5X4. CHO-S Gal4-NCOR/VP16-NR2E3 two-hybrid, luciferase. inhibition of corepressor binding, % at 3.98 µM. actives 0.35% (n = 360,000). AID 602229;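 active = inhibition above the mean of all tested compounds plus 3 SD, cut at about 70% in these data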;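 also: 0% = DMSO with NR2E3 transfected cells and 100% = cells lacking NR2E3 construct; higher means lower luciferase signal from less NR2E3 corepressor binding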
Target sequence (Q9Y5X4 whole entry, looked up, the tested form may be a part): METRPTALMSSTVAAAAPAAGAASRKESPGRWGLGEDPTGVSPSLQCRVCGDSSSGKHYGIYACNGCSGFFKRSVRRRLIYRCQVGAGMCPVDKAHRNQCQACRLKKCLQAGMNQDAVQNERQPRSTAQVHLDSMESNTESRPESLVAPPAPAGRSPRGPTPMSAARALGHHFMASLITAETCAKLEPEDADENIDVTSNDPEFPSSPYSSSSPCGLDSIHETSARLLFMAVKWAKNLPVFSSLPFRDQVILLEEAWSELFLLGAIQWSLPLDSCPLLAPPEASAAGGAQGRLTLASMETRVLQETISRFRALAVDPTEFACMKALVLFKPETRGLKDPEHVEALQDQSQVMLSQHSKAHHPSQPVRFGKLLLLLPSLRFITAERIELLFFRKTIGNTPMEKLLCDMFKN
TRPM1 prom inh – inhibitors of MITF-driven TRPM1 promoter in melanoma cells; inhibition, % at 12.5 µM; SK-MEL-5 TRPM1 promoter luciferase, 24 h; actives 0.83% (n = 330,000); AID 488899;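 active = mean inhibition across replicates of 60% or more, whatever share of single replicates reaches that level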; also: values of inactives mirror those of a sister screen read the other way
Peg3 promoter – reduces Peg3 promoter-driven luciferase expression in HeLa | HeLa PEG-Prom luciferase reporter, luminescence, overnight | actives 1.7% (n = 360,000) | inhibition, % at 20 µM | AID 588405;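 active = inhibition of at least 50% at 20 µM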
HIF-2a inh – HIF-2a inhibition; inhibition, % at 18.8 µM; 786-0 RCC cells HIF-2a reporter, luciferase luminescence, overnight; AID 624352; actives 0.72% (n = 360,000);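 active = inhibition of the luminescence signal of 40% or more relative to plate controls, in a single-dose primary screen at 18.75 µM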
KKLEB tox – counter-screen for CF NF-kB inhibitors: cytotoxicity; activity change (cytotoxicity), % at 5 µM; actives 0.36% (n = 360,000); AID 602141; KKLEB CF airway cells viability, ATPlite luminescence, overnight; stronger effect = lower value; cells stimulated with P. aeruginosa culture filtrate;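 active = corrected activity change at or below -50% at 5 µM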
NR2E3 ag-2 – agonists of human nuclear receptor NR2E3 | Q9Y5X4 | GST-NR2E3/biotin-RetCOR TR-FRET, 1536-well | inhibition of corepressor binding, % at 4.78 µM | actives 0.12% (n = 320,000) | AID 2300;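 active = percent inhibition above the cutoff of mean plus 3 SD of all tested compounds, set per screening campaign, cut at about 20% in these data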;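 also: 0% = DMSO wells and 100% = biotin wells as full block of FRET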
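Format: 1536-well format; test system: GST-NR2E3 and biotin-RetCOR proteins; read-out basis: percent inhibition of TR-FRET ratio; timing: 5 h incubation at 4 °C; detection: time-resolved FRET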
TWEAK Fn14 block – blocks TWEAK-Fn14 interaction in a reporter cell assay | TWEAK-stimulated Fn14 reporter cells, luciferase luminescence, 8 h | inhibition, % at 10 µM | actives 2% (n = 360,000) | AID 1159606; in the data active = inhibition above about 50%
aDG glyco act – alpha-DG glycosylation activation; AID 624168; activation, % at 10 µM; actives 0.22% (n = 360,000); Pro5-aDG cells, alpha-DG glycosylation AlphaScreen (IIH6); 0% Pro5, 100% B10-LARGE cell signal;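 active = activation of at least 8% versus controls, or a plate z-score of at least 8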;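 also: Pro5 are CHO cells carrying HIG-tagged alpha-DG that lacks glycosylation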
CF NFkB block – blocks PAF-induced NF-kB reporter in cystic fibrosis cells; KKLEB NF-kB-GFP reporter, GFP fluorescence overnight; inhibition, % at 5 µM; actives 0.86% (n = 360,000); AID 588850;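 active = at least 50% inhibition at 5 µM, scaled per plate between neutral and stimulator controls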;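 also: PAF is a Pseudomonas aeruginosa culture filtrate used as stimulus; plate controls were PAF-stimulated DMSO wells for no effect and unstimulated DMSO wells for full effect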
Shn3 inh set2 – reduces Shn3 3'UTR luciferase signal in osteoblasts | actives 0.52% (n = 360,000) | Clone20 osteoblast Shn3 3'UTR firefly luciferase, 24 h | AID 588674 | inhibition, % at 12.5 µM;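 active = mean inhibition of at least 75% with every replicate also reaching 75%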;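 also: 0% = median of neutral control wells and 100% = pilot-screen positive control compound; some compounds past the cut are filed as inactive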
* = called active by the depositor; · = no result given.

SMILES	iPSC survival up	NR2E3 ag-1	TRPM1 prom inh	Peg3 promoter	HIF-2a inh	KKLEB tox	NR2E3 ag-2	TWEAK Fn14 block	aDG glyco act	CF NFkB block	Shn3 inh set2
O=C(Nc1ccc2oc(=O)ccc2c1)c1ccc(-c2ccccc2[N+](=O)[O-])o1	0.1	1	6	18	13	-6	1	-11	0.0	4	44
CC(CN1CCC(n2nccc2NC(=O)CCCc2ccccc2)CC1)c1ccccc1 (stereo not drawn)	-0.4	-17	2	14	7	7	·	2	0.3	-30	1
CC1CN(S(=O)(=O)c2cccc(C(=O)OC(C)C(=O)NC3CCCCC3C)c2)CC(C)O1 (stereo not drawn)	0.5	-16	-2	12	19	5	1	-6	-0.1	1	-8
Cc1ccc(S(=O)(=O)N2CCCOC2CNC(=O)C(=O)NCCC2=CCCCC2)cc1 (stereo not drawn)	0.6	7	2	23	26	6	3	14	1.0	8	55
CC(C)c1cc(C(F)(F)F)n2nc(C(=O)Nc3ccc4c(c3)OCO4)cc2n1	-1.4	6	-46	-149	-163	3	3	-49	0.1	12	-37
COc1ccccc1CCN=C(N)NS(=O)(=O)c1ccccc1	0.5	-19	-2	15	14	-7	2	-7	0.1	4	1
O=C(c1ccc2c(Cl)c3c(nc2c1)CCCC3)N1CCN(c2ccc(F)cc2)CC1	0.3	-38	10	35	7	-14	1	-23	0.3	29	-15
COc1ccc(CCNc2cc(=O)[nH]c(N)n2)cc1	0.3	28	5	0	-11	3	5	-7	-0.2	-5	16
CN(C)c1cccc2c1C(=O)c1ccccc1C2=O	-0.8	2	5	-34	-39	0	-13	0	-0.4	-1	-50
CC1(c2nc3ccccc3[nH]2)CCC2=Nc3ccccc3CN21 (stereo not drawn)	-0.2	-17	·	·	0	·	·	3	0.0	·	·
Cc1nc(Cl)sc1C(=O)NC(C)c1ccc(Cl)cc1 (stereo not drawn)	-2.9	-1	-4	19	7	-5	2	14	1.2	0	34
CSc1ccc(CN(C)CCc2ccccn2)cc1	-0.7	3	1	2	1	-3	2	3	0.1	6	18
C=CCNC(=O)c1ccccc1NC(=O)Nc1ccccc1	-0.5	-1	-12	-16	-51	-10	2	25	0.0	8	17
CCC(C)(C)n1nnnc1C(c1cccnc1)N1CCC(Cc2ccccc2)CC1 (stereo not drawn)	-0.4	9	4	0	10	-2	-5	-4	0.3	14	10
CCOC(=O)c1ccc2c(c1)[n+](CC)c(C)n2-c1ccccc1	0.1	-21	3	-1	10	12	4	6	0.1	-7	-19
COc1ccc(Br)cc1-c1noc(-c2ccccc2)n1	-1.5	18	-23	-74	-118	-3	2	-11	-0.3	-30	-25
O=C(Cc1cccc(NC(=O)C2CCN(C(=O)C3CCCCC3)CC2)c1)Nc1cccc(C(=O)N2CCCC2)c1	6.3	-19	20	5	0	-6	2	-12	-0.1	10	-11
CN1CCN(c2ccc([N+](=O)[O-])cc2C(=O)N2CCCCC2)CC1	0.9	-14	8	-7	7	8	0	12	-0.1	14	-16
Cc1cc(=O)oc2cc(OCC(=O)NC3CC(C)(C)NC(C)(C)C3)ccc12	0.2	-12	-4	-4	7	-6	0	-1	0.0	-5	-16
Cc1ccc(O)c(N=Cc2cc(Cc3ccccc3)cc([N+](=O)[O-])c2O)c1	-0.6	-14	4	-3	-19	41	·	4	0.0	17	12
COc1cccc2c(=O)c3c([nH]c12)OC(C)(C)C3	-0.4	-4	2	3	12	-7	3	-10	-0.1	-12	7
Cc1ccc(NS(=O)(=O)c2c(C)noc2C)cc1	-0.4	-14	2	4	10	1	-4	11	0.1	-3	5
COc1ccc(NC(=O)CN(C)CC(=O)c2[nH]c(C)c(C(C)=O)c2C)cc1	0.0	11	0	-3	-3	-7	5	0	0.5	-15	1
c1ccc(-c2nc(NCC3CC3)nc3ccsc23)cc1	6.8	-12	·	10	-15	-9	·	1	0.0	20	-14
Nn1c(SCc2nc3ccccc3[nH]2)nnc1-c1ccccc1	0.7	2	2	-3	-15	19	-1	-8	-0.3	-9	6
(further entries)
SMILES	iPSC survival up	NR2E3 ag-1	TRPM1 prom inh	Peg3 promoter	HIF-2a inh	KKLEB tox	NR2E3 ag-2	TWEAK Fn14 block	aDG glyco act	CF NFkB block	Shn3 inh set2
Cc1ccc(CNC(=O)/C=C/c2cccs2)cc1	-0.5	-39	3	-71	-181	12	0	-28	-0.1	2	-21
Cc1ccc(-n2nc(C(=O)O)cc2-c2ccccc2Cl)cc1	-0.2	-11	-1	12	13	2	1	-12	0.0	-18	-15
O=C(NCc1ccc2c(c1)OCO2)C1CCN(S(=O)(=O)N2CCCCC2)CC1	-2.1	-30	-4	-15	15	3	0	16	-0.1	15	9
COc1cc(C(C)=O)ccc1OCC(=O)Nc1ccc(C)c(S(=O)(=O)N2CCCCCC2)c1	-0.2	13	33	55*	29	4	4	84*	4.0	11	81
COC(=O)C(NC(=O)CSc1nc(N)cc(=O)[nH]1)c1ccccc1 (stereo not drawn)	0.0	3	11	21	7	-2	-1	-6	-0.4	-1	-1
CCCCOC(=O)Nc1cc(Cl)ccc1C	6.1	-9	-19	-15	-19	1	0	1	-0.2	-3	-10
Cc1cccc(N2C(=O)c3ccc(Br)cc3C2=O)n1	-0.7	8	8	16	22	6	3	13	-0.2	-5	-5
O=C(COC(=O)CCC(=O)c1cccs1)Nc1ccc(S(=O)(=O)N2CCOCC2)cc1	-1.2	6	2	14	-1	-13	1	-3	-0.4	5	-64
CCCN1CC(=O)N2Cc3[nH]c4ccccc4c3C[C@H]2C1=O	-0.4	-16	-2	1	1	-9	-2	21	0.0	16	4
O=C(CCS(=O)(=O)c1cc(Br)cc2c1N(C(=O)C1CC1)CC2)N1CCN(c2ccccn2)CC1	2.3	8	8	2	10	6	4	1	0.0	3	4
CCc1nnc(NS(=O)(=O)c2ccc(NC(=S)NC(=O)/C=C/c3ccc(F)cc3)cc2)s1	0.8	-7	-6	9	12	4	-2	22	-0.1	-9	4
O=C1C(Cc2ccccc2)SC(=Nc2ccccc2)N1c1ccccc1 (stereo not drawn)	-1.3	-17	1	21	2	-4	-2	-3	0.1	-5	1
Cc1nc2sccn2c(=O)c1S(=O)(=O)NC(C)c1ccccc1 (stereo not drawn)	5.2	3	·	9	6	-3	4	-2	0.1	16	-25
COc1c(C(C)C)cc(NC(C)=O)cc1C(C)C	0.9	6	7	9	6	7	1	6	-0.1	-14	3
Cn1ccs/c1=N\C(=O)Nc1ccccc1	-3.4	-94	-85	-280	-170	3	-1	15	0.4	-12	-112
CCOc1ccc(CCNC(=O)CN2C(=O)c3cccnc3Oc3ccc(C)cc32)cc1OCC	-0.2	-7	6	-6	13	2	1	20	-0.1	-16	-2
Cc1onc(-c2c(Cl)cccc2Cl)c1C(=O)N1C(C)CCCC1C (stereo not drawn)	0.0	11	-2	33	3	-2	1	3	0.0	21	5
Nn1cc(-c2ccccc2)nc1SCC(=O)NCCN1C(=O)CSC1=O	4.2	-28	1	-33	-22	-2	0	10	-0.1	-7	-8
Cc1nn(CC(C)C)c(Cl)c1C(=O)NCC(C)(C)N1CCOCC1	-1.8	-12	·	12	-4	-14	·	-8	-0.2	5	-13
COc1ccc(Cl)cc1NC(=O)C/C(C)=N/NC(=O)CCc1ccccc1	0.5	-19	8	3	5	-9	3	33	0.3	-7	-1
CC1(C)CC(=O)C=C(Nc2cccc(O)c2)C1	-0.7	-16	8	12	1	-2	3	7	0.2	-6	11
CC(C)COC(=O)CCn1[nH]c(=O)c2ccccc2c1=O	2.8	-8	7	-4	-5	6	4	-9	0.1	15	9
O=C(CCc1ccccc1)NNC(=O)c1cc(Cl)ccc1O	-0.8	-22	6	-6	-15	5	1	-9	0.0	-5	22
COc1ccc(C(=O)NNC(=O)C2=NN(c3ccccc3)C(=O)CC2)cc1	-0.4	1	8	9	1	17	2	0	-0.4	-6	11
C[C@@H]1CN([C@H](C)CO)C(=O)CCCn2nncc2CO[C@H]1CN(C)S(=O)(=O)c1cccc(F)c1	-0.9	-30	·	5	10	-5	·	8	-0.2	4	2
C[C@@H]1O[C@@H](O[C@H]2[C@H](Oc3cc(O)c4c(c3)O[C@H](c3ccc(O)cc3)CC4=O)O[C@H](CO)[C@@H](O)[C@@H]2O)[C@H](O)[C@H](O)[C@H]1O	-0.6	-17	0	0	5	3	-2	4	0.1	3	-17
N#Cc1c(-c2ccccc2Cl)c2c([nH]c1=O)-c1ccccc1OC2	-0.1	-1	5	8	7	8	-4	-20	-0.1	-9	-22

Entries from the list above containing an aryl methoxy group:
SMILES	iPSC survival up	NR2E3 ag-1	TRPM1 prom inh	Peg3 promoter	HIF-2a inh	KKLEB tox	NR2E3 ag-2	TWEAK Fn14 block	aDG glyco act	CF NFkB block	Shn3 inh set2
COc1ccccc1CCN=C(N)NS(=O)(=O)c1ccccc1	0.5	-19	-2	15	14	-7	2	-7	0.1	4	1
COc1ccc(CCNc2cc(=O)[nH]c(N)n2)cc1	0.3	28	5	0	-11	3	5	-7	-0.2	-5	16
COc1ccc(Br)cc1-c1noc(-c2ccccc2)n1	-1.5	18	-23	-74	-118	-3	2	-11	-0.3	-30	-25
COc1cccc2c(=O)c3c([nH]c12)OC(C)(C)C3	-0.4	-4	2	3	12	-7	3	-10	-0.1	-12	7
COc1ccc(NC(=O)CN(C)CC(=O)c2[nH]c(C)c(C(C)=O)c2C)cc1	0.0	11	0	-3	-3	-7	5	0	0.5	-15	1
COc1cc(C(C)=O)ccc1OCC(=O)Nc1ccc(C)c(S(=O)(=O)N2CCCCCC2)c1	-0.2	13	33	55*	29	4	4	84*	4.0	11	81
COc1c(C(C)C)cc(NC(C)=O)cc1C(C)C	0.9	6	7	9	6	7	1	6	-0.1	-14	3
COc1ccc(Cl)cc1NC(=O)C/C(C)=N/NC(=O)CCc1ccccc1	0.5	-19	8	3	5	-9	3	33	0.3	-7	-1
COc1ccc(C(=O)NNC(=O)C2=NN(c3ccccc3)C(=O)CC2)cc1	-0.4	1	8	9	1	17	2	0	-0.4	-6	11
